E-sel inducer: E-selectin induction on HUVECs | P16581 | HUVEC E-selectin immunofluorescence imaging; normalized: neutral wells 0, TNF-alpha wells 100 | activation, % at 7.58 µM | 0.37% of 260,000 active | AID 686992;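 active means mean E-selectin-positive cell signal at least 10% of the positive control, reached in at least 60% of replicates, without over 20% cell loss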;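 further: in these data hits start at about 27%; measured in HUVEC primary endothelial cells; signal is the percent of cells scored E-selectin positive by PE staining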
Target sequence (P16581 whole entry, looked up): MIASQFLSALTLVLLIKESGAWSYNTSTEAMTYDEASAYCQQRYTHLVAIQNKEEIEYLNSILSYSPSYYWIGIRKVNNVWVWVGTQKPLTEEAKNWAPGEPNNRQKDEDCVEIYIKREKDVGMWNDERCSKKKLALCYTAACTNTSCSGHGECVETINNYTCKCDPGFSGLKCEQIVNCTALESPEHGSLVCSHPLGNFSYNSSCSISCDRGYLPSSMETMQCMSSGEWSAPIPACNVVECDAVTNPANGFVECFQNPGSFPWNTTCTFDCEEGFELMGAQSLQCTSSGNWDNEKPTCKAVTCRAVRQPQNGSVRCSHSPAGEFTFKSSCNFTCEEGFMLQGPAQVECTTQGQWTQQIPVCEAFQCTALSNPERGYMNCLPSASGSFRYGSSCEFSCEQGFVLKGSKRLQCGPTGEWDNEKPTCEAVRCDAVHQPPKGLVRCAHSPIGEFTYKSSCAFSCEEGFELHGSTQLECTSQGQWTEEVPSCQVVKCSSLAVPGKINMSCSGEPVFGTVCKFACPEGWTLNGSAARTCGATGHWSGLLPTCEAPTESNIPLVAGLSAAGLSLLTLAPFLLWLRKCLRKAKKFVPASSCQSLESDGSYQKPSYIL
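Assay system: HUVEC primary endothelial cells. Input: 3,000 HUVEC seeded per well. Doses: one compound dose added by pin transfer. Read-out basis: % PE-positive cells. Benchmarks: TNF-alpha high, DMSO low. Detection: immunofluorescence imaging. Buffer or medium: EGM-2, gelatin.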
PGC1a acetyl inh: modulators of PGC1a acetylation | U2OS PGC1a acetylation, AlphaScreen anti-acetyl-lysine; with virally co-expressed GCN5 acetyltransferase | 0.17% of 350,000 active | inhibition, % at 15.6 µM | AID 651687;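 active means every replicate shows inhibition of at least 40%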;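 further: 0% = neutral control wells and 100% = positive control wells; some results beyond the cut were filed as inactive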
PglD DTNB: inhibitors of Campylobacter jejuni PglD acetyltransferase; purified PglD enzyme, DTNB colorimetric CoA detection; inhibition, % at 12.5 µM; 0.098% of 360,000 active; AID 602405; in the data active means inhibition above about 16%, passing the limit was not always enough; further: strong numbers were not always called active
ERAP1 inh: inhibitors of human ERAP1 aminopeptidase; Q9NZ08; recombinant ERAP1, Leu-AMC fluorescence, 60 min; inhibition, % at 10.7 µM; 0.15% of 340,000 active; AID 652197;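 active means mean replicate inhibition of at least 30%, or all replicates individually reaching that 30% level; inactive means mean below 30% and not every replicate reaching it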;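 further: 0% = neutral control wells and 100% = L-leucinethiol positive control wells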
RAD54 branch: inhibitors of human RAD54 branch migration. Q92698. RAD54 Holliday junction branch migration, FAM/BHQ fluorescence. inhibition, % at 10.4 µM. 0.14% of 360,000 active;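 active means mean normalized replicate activity at least 40 and at least half of replicates scoring 40 or more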;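 further: 0% = median of neutral control wells and 100% = median of positive control wells; inhibitors cause a drop in the FAM fluorescence signal; in these data hits start at about 50%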
RAD52 inh: inhibitors of human RAD52 DNA annealing; recombinant RAD52 DNA annealing, FRET fluorescence; inhibition, % at 18.7 µM; 0.46% of 360,000 active; AID 651710;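 active means every replicate showing at least 50% inhibition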
Target sequence (P43351 whole entry, looked up): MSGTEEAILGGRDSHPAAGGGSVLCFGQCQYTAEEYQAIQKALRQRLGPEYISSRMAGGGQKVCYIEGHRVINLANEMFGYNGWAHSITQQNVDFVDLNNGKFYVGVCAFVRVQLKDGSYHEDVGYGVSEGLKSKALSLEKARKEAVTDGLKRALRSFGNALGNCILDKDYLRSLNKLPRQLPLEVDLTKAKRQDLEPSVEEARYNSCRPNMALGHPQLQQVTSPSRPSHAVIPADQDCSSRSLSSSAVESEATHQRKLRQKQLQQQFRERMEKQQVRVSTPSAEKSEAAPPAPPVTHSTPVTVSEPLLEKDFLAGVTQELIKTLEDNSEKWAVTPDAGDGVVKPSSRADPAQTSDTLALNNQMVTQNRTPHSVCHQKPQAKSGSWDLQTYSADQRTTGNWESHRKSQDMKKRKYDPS
Cneo AK release: causes C. neoformans cell lysis; adenylate kinase release luminescence, 4 h; normalised: neutral wells 0, clomiphene wells 100; lysis activity, % at 15 µM; 0.2% of 360,000 active; AID 651654;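 active means mean lysis activity across replicates of at least 80%, whatever share of replicates individually reach that level; inactive means mean lysis activity below 80%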
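Assay system: log-phase C. neoformans yeast / Quantity: yeast cell density of 5 × 10^6 cells/mL / Medium: fresh YPD growth medium / Compound: single dose / Timing: static 4 h at 37 °C with compound, 1 h detection / Measured by: adenylate kinase release luminescence / Read-out: lysis from increased AK signal / Benchmarks: Clomiphene as positive lysis control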
miR-122 sensor: inhibitors of miR-122 in Huh7 cells. Huh7 miR-122 Renilla luciferase sensor, 48 h; neutral wells = 0, positive control = 100. activation (reporter increase), % at 12.5 µM. 0.3% of 340,000 active;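 active means mean replicate activation score at least 90 and every replicate individually at or above 90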;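 further: higher luciferase means less miR-122 activity so hits act as miR-122 inhibitors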
* marks the source's active call; other numbers are inactive results; . = not tested or not shown; [ ] = another dose, or the depositor's remark. The order is random. Share with any hit: about 1.4%.

Assay codes – A = E-sel inducer; B = PGC1a acetyl inh; C = PglD DTNB; D = ERAP1 inh; E = RAD54 branch; F = RAD52 inh; G = Cneo AK release; H = miR-122 sensor
[1] C[C@@H]1CN([C@H](C)CO)C(=O)c2cccc(NC(=O)NC3CCCCC3)c2O[C@H]1CN(C)Cc1ccc(C(F)(F)F)cc1
  A = 0.0	B = 10.7	C = 2.1	D = 0.2	E = 6.2	F = 4.7	G = 1.8	H = -11.2[16.7 µM]
[2] COc1ccc(S(=O)(=O)N2CCCCC2)cc1NC(=O)CCNC(=O)c1ccccc1Cl
  A = 12.5	B = -4.4	C = -1.8	D = -0.2	E = 2.6	F = 4.1	G = -1.2	H = -10.4
[3] C[C@H](CO)N1C[C@H](C)[C@H](CN(C)S(=O)(=O)c2ccc(Cl)cc2)Oc2c(NC(=O)CCCCCC(=O)Nc3ccccc3N)cccc2C1=O
  A = 0.1	B = -7.4	C = .	D = -4.3	E = .	F = 1.5	G = .	H = 36.4[16.7 µM]
[4] Cc1cc(N)n(-c2ccc3ccccc3c2)n1
  A = .	B = .	C = 3.7	D = .	E = 4.3	F = .	G = -0.8	H = -7.9
[5] CC(C(=O)Nc1ccccc1)N1CCN(C(=O)c2ccco2)CC1 (stereo not given)
  A = .	B = 15.2	C = 3.8	D = 2.7	E = 0.7	F = -11.4	G = -0.3	H = -8.1
[6] O=C(NCC[C@H]1CC[C@H](NC(=O)C2CCCCC2)[C@H](CO)O1)Nc1ccc(Cl)cc1
  A = -0.2	B = -6.0	C = 1.3	D = -2.3	E = -4.0	F = -11.8	G = -2.0	H = -7.1[16.7 µM]
[7] COc1ccc(-c2nc(SCC(=O)NC3CCCC3)c(-c3ccc(OC)cc3)[nH]2)cc1
  A = -0.2	B = 0.6	C = 1.4	D = 3.7	E = 1.8	F = -2.9	G = 2.1	H = 29.4
[8] CCCN(C)C[C@@H]1Oc2cc(C#CCN(C)C)ccc2S(=O)(=O)N([C@@H](C)CO)C[C@@H]1C
  A = -0.1	B = -11.5	C = -3.0	D = 4.1	E = -11.6	F = -2.6	G = -3.6	H = -4.1[16.7 µM]
[9] O=[N+]([O-])/C=C/c1cc2ccccc2[nH]1
  A = .	B = .	C = 0.8	D = 5.5	E = 2.0	F = -8.9	G = -1.8	H = .
[10] COc1ccc(/C=C/c2nc3ccccc3n2C)cc1
  A = 7.8	B = -8.3	C = -11.4	D = -2.5	E = -7.1	F = -2.1	G = -7.1	H = -0.2
[11] CCC(C(=O)O)N1C(=O)C2CCCCC2C1=O (stereo not given)
  A = -0.1	B = 0.1	C = -3.2	D = 1.2	E = -9.6	F = -7.3	G = 0.7	H = 0.2
[12] CCN1CCN(C(=O)CN(Cc2ccccc2)S(C)(=O)=O)CC1
  A = .	B = 4.1	C = -2.5	D = .	E = -1.1	F = .	G = -1.6	H = -10.9
[13] COc1ccc(NC(=O)C(CC(C)C)NC(=O)C2CCC(C)CC2)cc1 (stereo not given)
  A = .	B = .	C = 11.0	D = 1.3	E = 3.3	F = -10.9	G = -1.6	H = 5.5
[14] O=C(c1ccc(Cl)s1)N1CCN(S(=O)(=O)c2ccc(Cl)cc2)CC1
  A = .	B = -2.0	C = .	D = -0.8	E = .	F = -7.6	G = .	H = 1.0
[15] O=C(Nc1nc2ccc(F)cc2s1)C1=NN(c2ccccc2)C(=O)CC1
  A = .	B = 6.6	C = .	D = -0.6	E = .	F = -20.3	G = .	H = 5.4
[16] COc1ccccc1NS(=O)(=O)c1cccc(C(=O)NNC(=O)c2ccc(Cl)nc2)c1
  A = 1.0	B = -1.1	C = -6.9	D = -7.1	E = -1.5	F = -14.8	G = 1.7	H = -1.9
[17] CCOC(=O)CC(NC(=O)c1cccs1)c1ccc(C)cc1 (stereo not given)
  A = 1.0	B = .	C = -4.7	D = 1.1	E = 4.5	F = 2.3	G = 1.3	H = .
[18] CC(Cl)C(=O)Nc1ncc(C(F)(F)F)cc1Cl (stereo not given)
  A = .	B = 10.2	C = -2.0	D = .	E = -10.0	F = .	G = 1.7	H = .
[19] CS(=O)(=O)c1cccc(-c2csc(N3CCC(C(N)=O)CC3)n2)c1
  A = -0.1	B = .	C = 7.4	D = 4.9	E = 5.1	F = -7.7	G = -1.6	H = -2.5
[20] CCN1CCN(Cc2c(O)ccc3c(=O)c(-c4ccc(OC)c(OC)c4)c(C(F)(F)F)oc23)CC1
  A = .	B = -1.6	C = -2.3	D = .	E = -7.7	F = .	G = -0.9	H = 3.2
[21] CNC[C@H]1Oc2ccc(NC(=O)C3CCCCC3)cc2CC(=O)N([C@@H](C)CO)C[C@@H]1C
  A = 0.2	B = 1.9	C = 1.7	D = -1.5	E = 3.9	F = 2.5	G = -0.3	H = 4.9[16.7 µM]
[22] CCC(=O)Nc1ccc2c(c1)C(=O)N(C)[C@@H]1CC[C@@H](CC(=O)NCc3ccccc3Cl)O[C@@H]1CO2
  A = 0.1	B = -2.3	C = 1.9	D = 1.1	E = -3.4	F = -0.7	G = 0.8	H = -2.4[16.7 µM]
[23] Cc1ccc(CC(=O)Nc2ccc(S(=O)(=O)N3CCOCC3)cc2)cc1
  A = .	B = .	C = -3.2	D = 1.1	E = -0.7	F = -4.4	G = -0.6	H = .
[24] Oc1c(C(c2cccs2)N2CCOCC2)sc2ncnn12 (stereo not given)
  A = -0.5	B = -5.6	C = 0.6	D = 2.3	E = -4.3	F = -5.9	G = -0.4	H = -2.6
[25] C/C=C/c1cnc2c(c1)C(=O)N([C@@H](C)CO)C[C@H](C)[C@@H](CN(C)Cc1ccc(F)cc1)O2
  A = -0.2	B = -7.9	C = 1.9	D = 4.9	E = 6.4	F = 4.6	G = -1.0	H = 8.8[16.7 µM]
[26] CNC[C@H]1Oc2ccc(NS(C)(=O)=O)cc2CC(=O)N([C@H](C)CO)C[C@@H]1C
  A = -0.3	B = 7.1	C = 2.4	D = -1.6	E = 3.4	F = -7.9	G = 12.8	H = 4.8[16.7 µM]
[27] COc1cccc(NC(=O)CSc2nnc(-c3cccs3)n2C)c1
  A = .	B = -5.3	C = -1.6	D = .	E = 5.7	F = .	G = 2.4	H = -5.4
[28] O=C(COc1cc2oc(=O)c3c(c2cc1Cl)CCC3)Nc1ccc(CN2CCOCC2)cc1
  A = .	B = .	C = -0.8	D = 0.4	E = 2.0	F = -3.8	G = -1.1	H = -3.7
[29] CN(C)c1ccc(-c2ccnc3c2CC(C)(C(=O)NCc2ccco2)O3)cc1 (stereo not given)
  A = 0.4	B = .	C = 0.3	D = 13.9	E = 5.7	F = -34.3	G = -0.9	H = 17.4
[30] Cc1nc(Cl)cc(N/N=C/c2ccccc2)n1
  A = 0.7	B = -11.5	C = 3.6	D = 2.6	E = -7.7	F = -0.6	G = -2.6	H = 4.0

Laid out differently: 2 of the compounds above
#27 COc1cccc(NC(=O)CSc2nnc(-c3cccs3)n2C)c1
  E-sel inducer: .; PGC1a acetyl inh: -5.3; PglD DTNB: -1.6; ERAP1 inh: .; RAD54 branch: 5.7; RAD52 inh: .; Cneo AK release: 2.4; miR-122 sensor: -5.4
#30 Cc1nc(Cl)cc(N/N=C/c2ccccc2)n1
  E-sel inducer: 0.7; PGC1a acetyl inh: -11.5; PglD DTNB: 3.6; ERAP1 inh: 2.6; RAD54 branch: -7.7; RAD52 inh: -0.6; Cneo AK release: -2.6; miR-122 sensor: 4.0

Next section:
Assay codes – A = E-sel inducer; B = PGC1a acetyl inh; C = PglD DTNB; D = ERAP1 inh; E = RAD54 branch; F = RAD52 inh; G = Cneo AK release; H = miR-122 sensor
[31] COc1ccc(NC(=O)Nc2cccc3c2O[C@H](CN(C)Cc2ccncc2)[C@H](C)CN([C@@H](C)CO)C3=O)cc1
  A = .	B = 5.4	C = 22.0*	D = 4.5	E = -0.7	F = 2.9	G = 52.9	H = 3.7[16.7 µM]
[32] C[C@@H]1CN([C@@H](C)CO)C(=O)c2cccc(NC(=O)C3CCCCC3)c2O[C@@H]1CN(C)Cc1ccncc1
  A = 0.1	B = 4.8	C = -2.9	D = 0.8	E = -3.3	F = 2.1	G = -1.4	H = -4.7[16.7 µM]
[33] Cc1ccc(N(CC(=O)NCc2ccccn2)S(=O)(=O)c2ccccc2)cc1C
  A = .	B = 3.4	C = 3.0	D = -0.8	E = 0.1	F = -4.3	G = 2.6	H = 2.3
[34] COc1ccc(NC(=O)Nc2ccc3c(c2)CC(=O)N([C@H](C)CO)C[C@@H](C)[C@H](CN(C)C(=O)Nc2cccc4ccccc24)O3)cc1
  A = 0.0	B = 0.7	C = 1.6	D = .	E = 4.4	F = .	G = -0.2	H = -9.9[16.7 µM]
[35] COc1ccc(OCC(=O)N2CCCC(Nc3ccc(C)c(C)c3)C2)cc1 (stereo not given)
  A = 0.3	B = -8.1	C = 3.5	D = -2.2	E = -18.5	F = -5.8	G = -1.0	H = 2.4
[36] Cc1ccc(C(=O)NCC(=O)OCN2C(=O)c3ccccc3C2=O)cc1C
  A = 0.0	B = 2.4	C = .	D = -1.2	E = .	F = 2.2	G = .	H = .
[37] O=C(c1cccnc1)N1CCCCN2[C@H](CO)[C@@H](c3ccc(C#Cc4cccnc4)cc3)[C@@H]2C1
  A = -0.3	B = 6.9	C = -0.7	D = .	E = 1.3	F = .	G = -0.4	H = -2.8[16.7 µM]
[38] CC(/C=N/NC(=O)c1nnn(-c2nonc2N)c1CN1CCCCC1)=C\c1ccccc1
  A = -0.5	B = .	C = 2.8	D = -1.0	E = 11.4	F = -6.8	G = -6.1	H = .
[39] CCN(CC)S(=O)(=O)c1ccc(F)c(C(=O)OC2CC(C)OC2=O)c1 (stereo not given)
  A = .	B = -4.3	C = -4.2	D = 4.5	E = -4.9	F = 0.8	G = 0.9	H = -7.0
[40] O=C(O)c1ccccc1NC1CCCCC1NS(=O)(=O)c1ccccc1 (stereo not given)
  A = .	B = .	C = -7.9	D = 2.2	E = 1.2	F = 5.4	G = 1.3	H = .
[41] Nc1cc(=O)n(Cc2ccco2)c(=S)[nH]1
  A = -0.4	B = 4.0	C = -0.7	D = 0.1	E = -7.7	F = -6.1	G = -1.6	H = 3.5
[42] CN(C)c1ccc(/C=N/NC(=O)c2ccccc2)cc1
  A = .	B = 27.5	C = 2.4	D = 10.8	E = -11.8	F = -0.4	G = -2.9	H = -2.5
[43] CC(=O)NCCCC[C@@H]1NC(=O)[C@@H]2C[C@H](C(=O)NCc3ccc(F)cc3)[C@H](c3ccc(O)cc3)N2C1=O
  A = .	B = 17.8	C = 0.9	D = -2.0	E = 5.1	F = -3.6	G = 3.0	H = .
[44] C[C@@H]1CN([C@@H](C)CO)C(=O)Cc2cc(NC(=O)Cn3cnnn3)ccc2O[C@@H]1CN(C)Cc1ccc(C(F)(F)F)cc1
  A = .	B = 0.6	C = -0.5	D = 0.2	E = 0.9	F = 10.2	G = 38.2	H = 0.0[16.7 µM]
[45] Cc1ccc(CNc2nc3ccccc3n2C)o1
  A = .	B = .	C = -7.4	D = 1.5	E = 10.3	F = -5.9	G = 0.5	H = .
[46] Cc1cccc(NC(=O)CSc2nnc(-c3ccccc3)n2N)c1
  A = .	B = -4.4	C = 3.5	D = .	E = 0.6	F = .	G = 2.6	H = -0.9

Screens deposited in PubChem by Broad Institute.
